Compound activity (PubChem)
XIAP antagonists – XIAP antagonists, biochemical, IAP family, fluorescence polarization (AID 1018) | displacement, % at 20 µM, or IC50 in µM where a hit was titrated | E3 ubiquitin-protein ligase XIAP (Homo sapiens) | XIAP BIR domain, fluorescence polarization peptide displacement; higher % means a stronger effect | hit rate 0.007% among 200,000; in the data active = displacement above about 50%; also: a part of the inactive calls stands beside numbers as strong as those of hits
Dynein cargo inh – inhibitors of GR-EGFP nuclear translocation, primary screen, dynein cargo transport inhibitor project, imaging, high-content, 3617.4 mouse cells; test concentration mostly 20 µM; stimulated with dexamethasone, 1 µM; stronger effect = lower value; z-score, hits read low; hit rate 0.47% among 220,000; AID 1381, 2008;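 active = plate z-score of nuclear minus cytoplasmic receptor signal below a set negative limit, without overly bright fluorescence or cell loss, cut at about -3.5 in these data, passing the limit was not always enough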;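 also: z-score of nuclear minus cytoplasmic ring GR-EGFP intensity difference per well; some compounds called inactive have numbers as strong as hits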
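Medium: Induction medium lacking tetracycline, stripped serum | Probe or stimulus: 1.0 µM final dexamethasone stimulus | Schedule: 48 h induction, then 1 h compound, then 30 min agonist, 37 °C | Signal: Automated 10x imaging of fixed Hoechst-stained cells | Evaluation: Per-cell GR-EGFP intensity, nucleus versus surrounding cytoplasmic ring, well-averaged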
Hep lipid drop – inhibitors of hepatocyte lipid droplet formation, primary screen, imaging, high-throughput imaging, BODIPY stain | hit rate 0.4% among 240,000 | inhibition, % at 6.5 µM | AML12 mouse hepatocytes, oleate lipid droplets | AID 1656, 2009;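 active = lipid droplet intensity inhibited by at least 50%, with more than 500 cells counted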
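Test system: AML12 hepatocytes (mouse); reagent: oleate loading, 100 µM; dosing: one dose, 6.5 µM compound; incubation: overnight exposure; signal: fluorescence imaging, 20x objective, two fields per well; read-out basis: % inhibition of corrected integrated BODIPY droplet signal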
Ins promoter up – insulin promoter activators in MIN6 cells, imaging, high-content screening, mouse beta cells; hit rate 0.3% among 190,000; z-score at 5 µM; MIN6 insulin promoter-GFP reporter; stronger effect = higher value;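 active = z-score above 3 at 5 µM with at least 500 cells counted in the well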
Autophagy HCS – autophagy modulators in MEF cells, primary screen, imaging, high-content, MEF GFP-LC3. MEF GFP-LC3 puncta imaging; test concentration mostly 10 µM. calls only at 10 µM (by protocol). hit rate 0.98% among 190,000. AID 463193, 2010;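 active = percentage of spot-positive cells more than 3 SD above its plate mean, without a fluorescence outlier flag or 80% toxicity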;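 also: spot-positive cell cutoff set from DMSO-treated cells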
WT yeast gro inh – growth inhibition of WT strain, primary screen, mitochondrial fusion inhibitor project, WT and mutant strains, chemical genetic; mitochondrial fusion phenotypic screen; inhibition, % at 10 µM; hit rate 2.1% among 190,000; AID 1362, 2008; in the data active = inhibition above about 58%; tested in S. cerevisiae
b-catenin transl – modulators of beta-catenin nuclear translocation, primary screen, imaging, HeLa cells, immunofluorescence, high-content | nuclear translocation activity, % at 5 µM | hit rate 0.3% among 190,000;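 active = nuclear translocation activity above 50% at 5 µM, with a well cell count of 50 or more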;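 also: per-cell ratio of nuclear to cytoplasmic median beta-catenin stain intensity; plate controls were DMSO negative control for no effect and GSK-3 inhibitor IX positive control for full effect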
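assay system = human HeLa cells, endogenous beta-catenin | times = compound treatment 24 h, 37°C, 5% CO2 | detection = Anti-beta-catenin immunofluorescence on PFA-fixed, Triton-permeabilized cells, DAPI nuclei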
CSM14.1 death rescue – rescue of cells from ER stress-induced death, primary screen, 384-well, CSM14.1, thapsigargin, ATP luminescence (AID 1222); CSM14.1 thapsigargin-induced death rescue, ATP luminescence; higher % means a stronger effect; cellular ATP content (survival), % at 20 µM, or EC50 in µM where a hit was titrated; 190,000 tested, under 10 active;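 active = EC50 below 50 µM in the dose-response confirmation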;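 also: death triggered by thapsigargin at about 15 µM added after 2 h compound pretreatment; cell ATP read after overnight thapsigargin exposure of roughly 18 to 22 hours; normalized against plate controls of thapsigargin alone and 5% DMSO vehicle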
MT stabilizer – microtubule stabilizers in HeLa cells, primary screen, imaging, high-content imaging; HeLa tubulin immunostaining HCS, 24 h; share of cells brighter than vehicle mean+2SD; % tubulin-high responders, % at 10 µM; hit rate 0.83% among 200,000;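 active = plate Z-score above 3 for both tubulin-high and condensed-nucleus cell shares, with cell loss under 80%, at 10 µM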;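 also: anti alpha tubulin signal scored within the nucleus-defined area of each cell; some results filed as inactive read as strong as hits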
WT yeast gro inh mutant strain – recorded beside WT yeast gro inh, whose call it bears; inhibition, %; mitochondrial fusion phenotypic screen, mutant strain inhibition
Dynein cargo inh cytoplasmic EGFP – further read-out of Dynein cargo inh, marked with its call; z-score; measured here: cytoplasmic GR-EGFP intensity; stronger effect = higher value
Dynein cargo inh nuclear GR-EGFP – recorded beside Dynein cargo inh, whose call it bears; z-score; measured here: nuclear GR-EGFP intensity;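 lower value marks the stronger effect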
Dynein cargo inh cell count – recorded beside Dynein cargo inh, whose call it bears; z-score; measured here: cell count per field
Ins promoter up cell count – further read-out of Ins promoter up, marked with its call; cell count; measured here: cytotoxicity, nuclei count;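 total cells summed across four imaged fields per well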
Hep lipid drop cells 6.5 µM – also measured in Hep lipid drop; calls as there; cell count; measured here: cell count, cytotoxicity flag;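 cells counted across two imaged fields per well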
b-catenin transl cell count 5 µM – second read-out of b-catenin transl, no call of its own (marks repeat the call); cell count; measured here: cell count, cytotoxicity flag
MT stabilizer Hoechst-high % – further read-out of MT stabilizer, marked with its call; % Hoechst-high responders; measured here: nuclear condensation Hoechst responders;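 share of cells brighter than vehicle mean plus two SD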
MT stabilizer cytotoxicity % – also measured in MT stabilizer; calls as there; toxicity, %; measured here: cytotoxicity by cell density;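 0% = mean cell density of plate MIN control wells and 100% = no cells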
Autophagy HCS cell loss 18 h – further read-out of Autophagy HCS, marked with its call; toxicity, %; measured here: cell loss, nuclei count;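 cell loss after 18 h compound exposure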
* marks the source's active call; other numbers are inactive results; i = inactive; . = not tested or not shown.

SMILES	XIAP antagonists	Dynein cargo inh	Dynein cargo inh cytoplasmic EGFP	Dynein cargo inh nuclear GR-EGFP	Dynein cargo inh cell count	Hep lipid drop	Hep lipid drop cells 6.5 µM	Ins promoter up	Ins promoter up cell count	Autophagy HCS	Autophagy HCS cell loss 18 h	WT yeast gro inh	WT yeast gro inh mutant strain	b-catenin transl	b-catenin transl cell count 5 µM	CSM14.1 death rescue	MT stabilizer	MT stabilizer Hoechst-high %	MT stabilizer cytotoxicity %
Cc1nnc(SCc2nc3ccccc3s2)n1-c1ccccc1	-2.7%	-0.89	-0.098	0.11	0.034	-3	681	1.6	1090	i	-10	0	-4	0.7	1151	1.0%	3.0	2.1	4.8
Oc1ccc2ccccc2c1CN1CCCC1	0.5%	3	-0.021	1.9	-1.1	0	680	-0.15	1413	i	-12	6	-1	-2.2	1064	-0.4%	.	.	.
C=CCN1C(=O)N(c2ccc(Cl)cc2)C(=O)C1CC(=O)Nc1ccc(F)cc1 (stereo not drawn)	-2.1%	-1.4	-0.27	-0.29	0.62	14	702	-0.79	1619	i	-3	-5	-2	-4.9	1104	-0.6%	3.7	2.9	9.5
Cc1nc2sc(C(N)=O)c(N)c2c(C)c1CC(=O)c1ccccc1	-6.3%	0.43	-0.22	0.25	-0.095	-2	751	.	.	i	2	-4	-26	.	.	-1.2%	2.9	3.0	9.0
Cc1cc(Cl)ccc1OCC(=O)NCC(=O)N/N=C/c1ccco1	-7.5%	-0.016	-0.33	0.0071	0.72	13	701	2	1197	i	6	0	4	-5.4	1077	-1.3%	4.1	2.8	2.0
COc1cc(OC)cc(C(=O)N[C@H](C(=O)OCC(N)=O)C(C)C)c1	0.5%	0.42	-0.25	0.18	-0.47	-4	637	-0.33	1473	i	17	-3	-11	.	.	-1.2%	2.6	2.4	1.3
Nc1c(C(=O)c2ccco2)oc2ccccc12	-3.1%	0.4	-0.25	0.49	-0.49	13	702	0.02	1278	i	17	22	7	-0.2	1099	-0.1%	5.5	1.5	0.7
Cc1cnc(C(=O)OCC(=O)Nc2cccc(S(=O)(=O)N3CCCCC3)c2)cn1	-0.7%	-0.029	-0.25	0.27	-0.59	-7	623	-0.01	1524	i	3	-5	-20	1.6	1100	-1.9%	4.7	2.0	8.0
CC1(C)CC1C(=O)Nc1ccc([N+](=O)[O-])cc1Br (stereo not drawn)	-8.2%	3.2	-0.15	1.9	-2.6	-4	612	0	1494	i	11	24	12	-1.6	1127	-1.8%	4.9	1.5	13
Cc1ccccc1NS(=O)(=O)c1ccc2c(c1)n(C)c(=O)n2C	-2.3%	1.7	0.16	1.6	-1.4	-6	750	0	1360	i	-6	5	2	4.1	980	0.3%	1.5	0.3	2.9
O=C(CN1C(=O)CSC1=O)Nc1ccccc1F	-1.6%	0.33	0.4	0.23	-0.081	.	.	0.68	1460	i	39	-4	-6	-7.6	919	0.2%	3.8	1.2	6.7
CC(C)NC(=O)NC(=O)COC(=O)/C=C/c1ccccc1[N+](=O)[O-]	-4.9%	-0.17	-0.18	-0.66	0.19	2	704	-0.13	1365	i	20	-7	5	-0.8	1040	4.7%	2.2	2.2	2.6
CCn1c(/C=C\c2ccccc2C)nc2ccccc2c1=O	-3.7%	-0.23	-0.26	-0.25	0.18	-13	697	.	.	i	1	9	-2	0.6	1084	4.2%	1.6	3.2	3.8
CC1CN(C(=S)Nc2ccccc2)N(c2ccccc2)C1 (stereo not drawn)	-4.1%	2.8	0.0033	1.6	-1.6	-2	651	-0.05	1093	i	13	22	20	.	.	-1.1%	3.3	1.6	12
Cc1nn(-c2ccccc2)c(C)c1NC(=O)COc1ccc(F)cc1Cl	-6.0%	-0.9	1.1	-0.61	1	-5	695	0.53	1157	i	8	1	13	.	.	2.9%	3.9	3.5	6.7
CC1(C(=O)OCC(=O)NC(=O)NCc2ccccc2)CC1(Cl)Cl (stereo not drawn)	-4.7%	-0.11	-0.25	-0.19	-0.069	13	682	-0.58	1291	i	0	2	-11	-1.0	1108	-2.6%	4.3	1.6	4.9
O=C(CSc1ncccn1)NC(=O)NCc1ccco1	-4.6%	-0.44	-0.2	-0.13	0.43	1	710	-0.17	1367	i	13	-4	-11	-2.9	1072	-0.2%	1.9	1.1	5.5
O=C(NNS(=O)(=O)c1ccccc1)c1cc2cc3ccccc3nc2s1	-3.5%	-0.28	-0.22	-0.42	-0.12	.	.	.	.	i	0	18	13	.	.	-1.7%	0.8	2.6	11
CCOc1ccccc1N(CC(=O)NCC1CCCO1)C(=O)CCC(=O)Nc1ccccn1 (stereo not drawn)	-5.8%	1.6	-0.13	1.4	-1.6	.	.	0.74	965	i	20	-15	-5	-5.1	927	-1.5%	2.3	2.0	2.6
Cc1cn(S(=O)(=O)c2cc(Br)ccc2Br)cn1	-3.6%	-0.57	-0.25	-0.66	1.3	1	760	0.04	1216	i	1	-11	-9	-1.7	533	0.1%	4.2	1.8	4.4
Cc1ccc(S(=O)(=O)N2CCOCC2)cc1C(=O)NCCN1C(=O)S/C(=C\c2ccccc2Cl)C1=O	-8.5%	-0.0086	-0.28	-0.081	-0.019	-95	598	0.12	1354	i	8	9	-13	-1.4	987	-0.5%	2.6	2.3	0.4
CCC(=O)Nc1cccc(NC(=O)c2ccc(Br)cc2)c1	-4.5%	1	-0.19	1.2	-1.5	-2	662	0.25	1481	i	3	3	-8	-2.7	1137	-0.7%	4.5	2.2	4.6
CC1=C(C(=O)Nc2ccccn2)C(c2ccc(F)cc2)n2ncnc2N1 (stereo not drawn)	-4.5%	-0.73	-0.2	-0.2	0.72	.	.	.	.	i	-10	8	6	-1.3	1108	-0.6%	2.4	2.6	3.2
O=C(c1ccc(Cn2cc(Br)cn2)o1)N1N=C(C(F)F)CC1(O)C(F)F (stereo not drawn)	-4.9%	1.3	-0.25	0.88	-0.82	10	785	.	.	i	-6	18	28	-8.5	1161	-3.4%	2.4	1.5	7.2
Cc1ccc(Cl)cc1N1CCN(C(=O)C(=O)N2CCCCC2)CC1	-5.2%	-0.81	0.17	-0.16	-0.065	0	658	-0.76	1521	i	-28	2	4	0.5	873	-0.6%	3.4	1.2	5.5
CC1(C)SC(=S)N(NC(=O)Nc2ccccc2)C1N(O)C(=O)Nc1ccccc1 (stereo not drawn)	-3.1%	-0.34	-0.22	0.44	1.1	.	.	-0.4	1624	i	15	11	-24	2.9	1227	-0.3%	2.5	1.4	9.7
COc1ccc(-c2nn(-c3ccccc3)cc2/C=C\C(=O)Nc2ccc(C(=O)O)cc2)cc1	-10%	-0.44	-0.057	-0.17	0.09	2	683	0	1419	i	0	-1	7	0.6	1558	10%	5.8	1.2	7.1
CC1=CC(C)(C)Nc2cc(C)c(C)cc21	-18%	0.27	-0.11	0.47	-0.22	.	.	.	.	i	-8	6	8	-2.4	904	0.5%	3.8	2.1	2.5
Cc1ccc(NC(=O)NCCCc2ccccc2)cc1	-1.7%	0.11	-0.085	0.55	1.4	.	.	-0.43	1344	i	-18	18	9	0.0	1396	-0.6%	3.4	1.9	3.9
CCNC(=O)NNC(=O)C1CC(c2cccs2)=NO1 (stereo not drawn)	-5.1%	0.22	-0.25	0.25	0.49	-8	723	-0.04	1397	i	5	-6	-6	2.1	1457	-0.3%	2.1	2.2	1.3
COc1ccc(C)cc1NC(=O)c1cnc2n(c1=O)CCS2	0.1%	1.2	-0.22	0.29	0.035	11	714	-0.02	1167	i	-2	4	-10	1.1	1156	-1.0%	2.6	1.6	3.5
CCOc1ccc(N=C2SC(C(=O)O)CC(=O)N2C)cc1 (stereo not drawn)	-4.2%	-0.47	-0.17	0.07	-0.072	.	.	0.39	971	.	.	6	17	2.3	1196	0.2%	1.6	2.9	12
CC(=O)Nc1ncc2c(n1)CC(c1ccco1)CC2=O (stereo not drawn)	0.3%	0.51	-0.042	0.67	-0.83	-1	769	1.1	884	i	2	4	20	.	.	-0.7%	0.6	1.4	4.0
C=CCCCCCCCCc1nc(SCC(=O)O)n[nH]1	.	-0.29	-0.25	-0.23	-0.042	-1	786	-0.1	1039	.	.	.	.	2.3	1264	.	.	.	.
CCOC(=O)c1[nH]c2ccccc2c1NC(C)=O	.	-1.1	-0.78	-0.35	0.17	9	723	-3	1015	.	.	.	.	-3.2	1219	.	.	.	.
CSc1ccc(CN(C)CC(=O)Nc2ccccc2Br)cc1	-0.7%	-0.46	-0.27	-0.077	0.52	10	624	-0.25	1493	i	7	51	11	2.9	1157	4.9%	3.2	2.4	4.0
CCOc1ccc(NC(=O)CC2C(=O)N(c3ccc(OC)cc3)C(=S)N2Cc2ccccn2)cc1 (stereo not drawn)	-0.9%	0.047	-0.24	-0.45	0.38	3	772	-0.8	1124	i	-4	-12	-9	.	.	-0.7%	6.4	3.1	6.2

An unsorted share of the library, and some 4% of all compounds hit somewhere here.
